B2AR arrestin: beta2AR (human) beta-arrestin recruitment activity; 330,000 compounds, 0.02% hits; beta-arrestin recruitment to beta2AR, cell-based reporter; P07550; Potency, µM (series often up to 46.1 µM), inactives show at the top dose activation, actives largely listed as activators; AID 492947;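 note: potency is the fitted concentration of half-maximal effect; 0% = DMSO controls and full agonism = EC100 isoproterenol or metaproterenol; nearly all actives have a fitted effect of over 65% in size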
Target sequence (P07550 whole entry, looked up): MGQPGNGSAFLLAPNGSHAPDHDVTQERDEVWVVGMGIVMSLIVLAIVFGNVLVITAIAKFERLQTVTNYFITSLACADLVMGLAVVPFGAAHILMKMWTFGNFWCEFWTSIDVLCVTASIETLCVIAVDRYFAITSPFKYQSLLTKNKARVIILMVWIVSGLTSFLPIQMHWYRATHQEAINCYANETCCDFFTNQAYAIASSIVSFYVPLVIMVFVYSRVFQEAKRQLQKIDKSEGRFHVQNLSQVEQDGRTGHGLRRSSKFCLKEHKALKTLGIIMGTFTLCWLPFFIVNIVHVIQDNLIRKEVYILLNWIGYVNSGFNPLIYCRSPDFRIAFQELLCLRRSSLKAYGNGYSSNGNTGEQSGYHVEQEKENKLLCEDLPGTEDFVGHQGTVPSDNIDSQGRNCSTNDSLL
KCNH2 3.1 inh: blocks the human KCNH2 3.1 channel isoform; activity change, % (tested at about 1.8 µM); AID 720553; U2OS KCNH2 3.1, thallium flux FluxOr; stronger effect = lower value; 340,000 compounds, 0.95% hits;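 active = maximum activity change below -70%; inconclusive = maximum activity change from -70% to -50%; inactive = maximum activity change above -50%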;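 note: thallium influx rate constant from kinetic fluorescence after stimulation buffer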
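Normalized rate constant (relative to positive and negative DMSO controls) derived from a 2 min kinetic fluorescence read after stimulation; U2OS cells expressing the 3.1 isoform via virus at 1.77 x 10^8 /mL.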
BCR signal inh: inhibitors of chronic active B-cell receptor signaling; 340,000 compounds, 0.05% hits; ABC-DLBCL IkBa-CBG/CBR reporter, luminescence ratio, 4 h; Potency, µM (doses to about 46.1 µM), for inactives: at the top dose ratio change, negative = lower green/red ratio, usual class: inhibitors; AID 493014; active = well fitted inhibition curve with a large enough effect in the signal ratio, with a control signal flat, not every such curve was filed as active; inconclusive = small, poorly fitted or top-dose-only effect, or effect the other way, or a change in a side signal; the % refers to the signal ratio;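 note: potency is the fitted concentration of half-maximal effect; plate controls were basal doxycycline-induced cells for no effect and cells given 10 µM MG132 for full effect; MG132 reads +100%, hits lower the ratio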
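Concentration-response series (up to 46 uM) were applied to TMD8 dual-reporter cells for 4 h at 37C with doxycycline. Green/red ratio, after filter-overlap correction, defined %Activity; red signal alone was normalised to basal cells and zero luminescence.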
Coupling enz: inhibits coupling enzyme system, counter-screen for aldolase hits; coupling enzyme system counterscreen, AmpLite Red fluorescence; activity change, negative = inhibition, % at 58.2 µM, hits read low; 290,000 compounds, 0.67% hits; AID 2472; in the data active = activity change below about -30%
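First, compound is pin-transferred into glyceraldehyde-3-phosphate coupling-enzyme reagent at 57.5 uM final and held 10 min at RT. Next, substrate, coupling system and AmpLite Red are added. After 20 min RT, fluorescence (525/598 nm) is read.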
Giardia killer: kills Giardia lamblia; 340,000 compounds, 0.15% hits; activity change, % at 7.66 µM, hits read low; Giardia lamblia trophozoite viability; in the data active = activity change below about -80%; inconclusive = between about -30% and that limit;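 note: parasites exposed to compound for two days anaerobically before the ATP read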
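Each well holds 100 Giardia trophozoites and compound. After two days (48 hrs) at 37 deg C in anaerobic conditions, ATP is quantified by luminescence.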
hERG WT inh: KCNH2 (human, wildtype) channel inhibition | activity change, % at 1.84 µM | U2OS, BacMam KCNH2, thallium flux FluxOr; stronger effect = lower value | 340,000 compounds, 0.37% hits | AID 720551 | Q12809;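 active = maximum activity change below -70%; inconclusive = maximum activity change between -70% and -50%; inactive = maximum activity change above -50%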
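U2OS cells were transduced with wild-type KCNH2 virus (2.03 x 10^8 / mL) for 4 h at room temperature, then cultured overnight at 37 C. Thallium flux was read with FluxOr dye. Rate constants were normalized to DMSO controls.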
GALK inhibitor: inhibitors of human galactokinase; P51570; Potency, µM (top dose mostly 57.5 µM), inactives show at the highest dose activity change, negative = inhibition, usual class: inhibitors; AID 1868; 270,000 compounds, 0.007% hits; Purified GALK, Kinase-Glo residual ATP luminescence; note: potency is the fitted concentration of half-maximal effect
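ATP-depletion format; final 35 uM ATP, 100 uM D-galactose, 5 nM enzyme; pH 8.0 HEPES/Mg2+ buffer; 60 min RT; luminescence read 10 min after detection reagent.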
USP2a inh: blocks human ubiquitin-specific protease USP2a; O75604; USP2 core, Ub-CHOP2 coupled fluorogenic reporter, 485/531; Potency, µM (doses to about 38.3 µM), for inactives: at the highest dose activity change, negative = inhibition, usual class: inhibitors; 330,000 compounds, 0.01% hits; AID 463254;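 note: potency is the fitted concentration of half-maximal effect; plate controls were DMSO wells for no effect and full inhibition by NEM control for full effect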
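Deubiquitinase activity read as fluorescence (485/531 nm) after Ub-CHOP2 cleavage activates the enterokinase reporter on its substrate; USP2 core 10nM, Ub-CHOP2 and substrate 25nM each, 30min compound preincubation then 60min RT; data normalized to NEM, curves fitted.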
PKM2 activator: PKM2 (human) enzyme activation | Potency, µM (series often up to 57.5 µM), without a hit: at the highest dose activation, most hits filed as activators | purified PKM2, Kinase-Glo ATP luminescence, activation; response scale: 0% is enzyme alone, no compound | 260,000 compounds, 0.34% hits; note: potency is the fitted concentration of half-maximal effect; nearly all actives have a fitted effect of over 55% in size
Target sequence (P14618 whole entry, looked up): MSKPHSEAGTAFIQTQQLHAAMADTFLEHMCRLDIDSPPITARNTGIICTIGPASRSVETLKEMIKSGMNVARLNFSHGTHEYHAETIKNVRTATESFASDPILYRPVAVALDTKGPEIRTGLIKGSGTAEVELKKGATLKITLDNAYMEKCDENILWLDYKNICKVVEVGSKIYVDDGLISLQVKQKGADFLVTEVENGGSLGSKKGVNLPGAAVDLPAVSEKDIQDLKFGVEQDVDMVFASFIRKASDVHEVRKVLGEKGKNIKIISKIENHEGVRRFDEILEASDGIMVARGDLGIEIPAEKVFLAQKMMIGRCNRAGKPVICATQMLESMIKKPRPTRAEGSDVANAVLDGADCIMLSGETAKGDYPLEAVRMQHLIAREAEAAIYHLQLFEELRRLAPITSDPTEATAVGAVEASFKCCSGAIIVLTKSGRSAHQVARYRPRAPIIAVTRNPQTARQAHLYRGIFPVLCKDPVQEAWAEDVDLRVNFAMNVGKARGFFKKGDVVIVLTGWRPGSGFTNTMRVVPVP
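Purified hPK-M2 (>95% pure) converted ADP (0.1 mM final) to ATP with 0.5 mM PEP in 50 mM imidazole pH7.2, KCl, MgCl2, Tween 20, BSA; 1 h at room temperature. ATP detected by Kinase-Glo luminescence.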
Eya2 phos inh: inhibitors of human Eya2 phosphatase activity; AID 488837; Potency, µM (doses to about 76.9 µM), without a hit: at the highest dose activity, negative = inhibition, actives largely listed as inhibitors; 330,000 compounds, 0.006% hits; recombinant Eya2, OMFP fluorescence dephosphorylation (OMFP is methylfluorescein phosphate); O00167; note: potency is the fitted concentration of half-maximal effect
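Eya2 protein (added as 0.2 uM solution) was preincubated with compound for 10 min at ambient temperature in 50 mM HEPES pH 7.5, 50 mM NaCl, 5 uM MgCl2, 0.05% BSA, 1 mM DTT. OMFP (added at 50 uM) then reacted 10 min; fluorescence read at 485/525 nm.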
uPA surface inh: cell surface uPA generation inhibition; cell surface uPA generation assay, qHTS; Potency, µM (titrated, usually from 38.3 µM), for the others: top-dose activity change, negative = inhibition, actives largely listed as inhibitors; 330,000 compounds, 0.31% hits; AID 540303; active = well fitted inhibition curve with a large enough effect; inconclusive = small, poorly fitted or top-dose-only effect; inactive = no such curve, though single readings can be large or run the other way; tested in mouse RAW 264.7 cells; note: potency is the fitted concentration of half-maximal effect; nearly all actives have a fitted effect of over 55% in size
* hit, by the source's call; ? = inconclusive; / = no result given; [ ] = another dose, or the depositor's remark. Unless noted, calls come from the whole dose curve; as a rule, active = well fitted curve in the direction sought with a large enough effect; inconclusive = small, poorly fitted or top-dose-only effect, or another doubt; inactive = no such curve, though single readings can be large; an effect the other way counts as inactive or inconclusive. Unless noted, % is set by controls: 0 for no effect and ±100 for the full control effect.

SMILES | B2AR arrestin | KCNH2 3.1 inh | BCR signal inh | Coupling enz | Giardia killer | hERG WT inh | GALK inhibitor | USP2a inh | PKM2 activator | Eya2 phos inh | uPA surface inh
CCCNC(=O)OC[C@H]1O[C@H](CCO/N=C(\C)CCN2CCc3nc(-c4ccccc4)c(-c4ccccc4)cc3C2)C=C[C@@H]1Oc1ccc(OC)cc1 | -0.1% | / | ? | -2 | / | / | / | 1% | 0% | -2% | /
Cc1ccc(C(=O)NCc2ccc(N3CCN(C)CC3)cc2)cc1C | 0.0% | 9 | 0% | 3 | 2 | -5 | / | 2% | / | -24% | -26%
O=C(c1ccc(F)cc1)C(CCCCCC(CN1CCOCC1)C(=O)c1ccc(F)cc1)CN1CCOCC1 (configuration not stated) | -0.7% | -27 | ? | 1 | -5 | -29 | 0% | -2% | 0% | -12% | -7%
O=C(CSc1nnc2ccccn12)NC(=O)c1cccc([N+](=O)[O-])c1 | -0.5% | -6 | -3% | / | 0 | -6 | / | 5% | / | 9% | 1%
CC(=O)c1ccc(NC(=O)c2cc3nc4c(c(C(F)(F)F)n3n2)CCCC4)cc1 | -0.1% | / | ? | -1 | / | / | 0% | 3% | -1% | -2% | /
COCC(=O)Nc1c(C(=O)Nc2cccc(OC)c2)oc2ccccc12 | 0.3% | 2 | 8% | 1 | 20 | -17 | -2% | -1% | -15% | -34% | /
Cc1nc(C)c(C(=O)NCc2ccc(Cl)cc2)o1 | 0.2% | 7 | 1% | 1 | 4 | 1 | 0% | -5% | 0% | 13% | /
COc1ccc(C(=O)NCc2csc(-c3cccs3)n2)cc1 | 1.1% | -21 | 7% | 0 | 4 | 1 | / | 1% | -29% | 9% | 6%
CC(C)(C)OC(=O)NCCCCCc1nnc(SCC(N)=O)o1 | -0.1% | 8 | ? | 1 | -9 | 6 | 2% | 3% | 0% | 14% | -2%
Cc1cc(O)cc(=O)n1Cc1ccco1 | -0.8% | 21 | 8% | -2 | -5 | 0 | -1% | 0% | 1% | 12% | 4%
Cc1csc(NC(=O)CSc2nccn2Cc2ccco2)n1 | 6.0% | -6 | 1% | 4 | 3 | -2 | 5% | -1% | -4% | 7% | 3%
CCOc1ccc(-n2c(C)nc3cc(C(=O)NCCCN4CCOCC4)ccc32)cc1 | -0.9% | 9 | -9% | -2 | 13 | -7 | 1% | 1% | 8% | -12% | 1%
COC(=O)c1ccc(NC(=O)c2ccc(CN3CCOCC3)cc2)cc1 | -0.2% | 10 | ? | 1 | 6 | 0 | -1% | -2% | -1% | 5% | -10%
CCC(C)(C)n1nnnc1C(c1ccccc1F)N1CCN(C(=O)c2ccco2)CC1 (configuration not stated) | -0.3% | 4 | 1% | -2 | 26 | -1 | 9% | 1% | -1% | -1% | -4%
Cc1cc(=O)n2c(n1)OC(CO)C2 (configuration not stated) | 0.2% | -3 | 3% | 2 | 6 | -47 | 4% | 1% | -3% | 10% | -5%
O=C(CSc1ccc(-c2cccc([N+](=O)[O-])c2)nn1)N1CCCCC1 | 0.3% | -23 | 0% | -2 | -6 | -1 | -3% | 1% | 9% | 1% | -4%
O=C(Cn1nnc2ccccc21)N1CCCCC1 | -0.4% | 1 | 1% | / | 9 | 1 | -3% | -1% | 6% | 6% | 1%
Cc1ccc(C(=O)N2CCN(c3ccc(NC(=O)COc4ccccc4C)cc3)CC2)cc1 | -0.2% | -95* | ? | 0 | 1 | -134* | 2% | -4% | 4% | -16% | /
Cc1ccc(/C(N)=N/OC(=O)CCC2CCCC2)cc1 | 0.0% | 5 | ? | 0 | 27 | -4 | 12% | 1% | -2% | 0% | 3%
CCN(CC(=O)Nc1ccc(NC(C)=O)cc1)C(=O)CCCc1nc2ccccc2c(=O)[nH]1 | -0.4% | 2 | 0% | / | -1 | 23 | / | -2% | / | 11% | -2%
Cn1cnc([N+](=O)[O-])c1SCC(O)CCl (configuration not stated) | -0.4% | -2 | 1% | 2 | ? | 4 | -1% | 2% | 4% | -3% | 8%
O=C(COC(=O)c1ccc(F)cc1Cl)NC1CCCCCCC1 | -0.5% | 0 | -2% | / | -10 | 5 | / | -1% | / | -15% | 4%
Cc1cc(C)cc(NC(=O)CSc2n[nH]c(-c3cccnc3)n2)c1 | 0.3% | 8 | 7% | 0 | 1 | 0 | 3% | -1% | / | 2% | -4%
CN(c1ncc(C(F)(F)F)cc1Cl)N1C(=O)c2cccc([N+](=O)[O-])c2C1=O | 0.1% | -6 | 2% | -9 | -15 | -10 | -1% | 1% | -3% | -19% | 7%
CCn1c(=O)cc(SCC(=O)NCCCN2CCN(c3ccccc3F)CC2)c2ccccc21 | -0.3% | 14 | ? | 2 | -6 | 2 | 2% | -1% | 11% | -4% | /
O=C(Nc1ccc(Cl)c(Cl)c1)C1CCN(C(=O)c2ccco2)CC1 | 0.2% | 13 | -14% | / | 15 | -2 | / | 1% | / | 11% | -3%
Cc1ccc2cc(C#N)c(SCC(=O)NNC(=O)Cc3ccccc3)nc2c1 | -0.4% | 8 | ? | -2 | 39[activator] | 11 | 0% | -1% | 1% | 4% | -6%
COc1cc(CCN2C(=O)c3cccc4cccc(c34)C2=O)c(S(=O)(=O)N2CCC(C)CC2)cc1OC | -0.1% | -8 | -1% | 2 | 15 | 31 | -1% | 2% | -1% | -11% | 0%
Cc1ccc(S(=O)(=O)NCCC(=O)OCC(=O)N(Cc2ccccc2)C(C)(C)C)cc1 | -0.9% | -26 | -4% | / | 26 | -4 | / | 0% | / | 6% | -3%
O=C(CCC1CCCC1)NNC(=O)c1cc2ccccc2cc1O | -0.3% | 4 | 7% | -5 | -2 | 2 | -3% | 1% | / | 7% | -3%
CC(OC(=O)c1cccs1)C(=O)NC1CCCCC1C (configuration not stated) | -0.1% | 25 | 7% | / | 5 | -4 | / | -11% | / | -9% | -5%
CC(C)COP(=O)(OCC(C)C)C(Nc1ccccc1)c1ccccc1 (configuration not stated) | 0.3% | -7 | -8% | 0 | -4 | -1 | 2% | -4% | 0% | -19% | 2%
N/C(=N\OC(=O)c1ccccc1F)c1ccc([N+](=O)[O-])cc1 | 7.6% | 10 | ? | -1 | 13 | 2 | 0% | 2% | / | 4% | 2%
O=C(O)CCCNS(=O)(=O)c1ccc(Br)s1 | 0.0% | -5 | 2% | 4 | -2 | 6 | 2% | 1% | 1% | 7% | 1%
COCCNC(=O)Cn1nc(C)c([N+](=O)[O-])c1C | -1.5% | 11 | -4% | 0 | 20 | 11 | 3% | 0% | 5% | 0% | /
CN(C)N1C(N)=C(C#N)C(c2cccnc2)C2=C1CC(C)(C)CC2=O (configuration not stated) | -0.3% | -20 | -2% | / | -9 | 10 | 0% | -1% | -4% | -7% | 1%
Cc1cc2ccccn2c1C(=O)c1ccc([N+](=O)[O-])o1 | 0.3% | 4 | ? | -1 | ? | -26 | 0% | -2% | -1% | -4% | -10%
COc1ccc(C)cc1S(=O)(=O)NC1CCCC1 | -0.5% | -5 | 9% | 2 | -2 | -8 | -6% | -1% | 1% | 2% | 7%
Cc1ccccc1C(=O)O/N=C(\N)c1ccccc1 | 0.2% | -7 | ? | -5 | ? | 1 | 21% | 4% | / | 9% | -19%
COc1ccccc1-c1nc(-c2ccncc2)no1 | -1.3% | -4 | ? | 3 | 23 | -4 | -2% | -4% | -21% | 2% | -2%
COc1cc2c(cc1NC(=O)/C=C/c1ccc([N+](=O)[O-])cc1)oc1ccccc12 | -0.8% | -16 | 1% | 3 | -11 | 7 | 0% | -2% | 5% | -9% | -3%
O=C(NCc1ccco1)N1c2ccccc2Sc2ccccc21 | 0.5% | -28 | -2% | 2 | 12 | -8 | 1% | 3% | 8% | 3% | 10%
CCCC1CCc2c(sc(NC(=O)c3cccs3)c2C(N)=O)C1 (configuration not stated) | -0.4% | 0 | -7% | 3 | -3 | -14 | 2% | 0% | -4% | 1% | 3%
O=C(CCS(=O)(=O)CCN1CCOCC1)NCNC(=O)CCS(=O)(=O)CCN1CCOCC1 | 0.2% | 1 | 0% | -3 | 9 | -2 | -3% | 9% | 2% | 6% | 6%
O=c1ccccn1Cc1c(Cl)cccc1Cl | 0.2% | 5 | -20% | 0 | 3 | 16 | 1% | -1% | 0% | -11% | 5%
Cc1nn(CC(=O)Nc2cccnc2)c(=O)c2ccccc12 | 0.4% | 5 | 0% | -3 | -12 | -22 | 0% | 5% | 1% | -2% | -4%
N=C(N)n1c(N)nc2ccccc2c1=O | -0.9% | 7 | -1% | -11 | 5 | -5 | 0% | -5% | -5% | 13% | 23%

High-throughput results as filed in PubChem.
